NPY-Y1 antag: blocks the human neuropeptide Y Y1 receptor | HEK293-CNG Y1 cells, membrane potential fluorescence; NPY at EC95, then isoproterenol | inhibition, % at 3.6 µM | P25929 | AID 1040 | 1% of 200,000 active;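 active = inhibition above the campaign mean inhibition of all tested compounds plus 3 SD, cut at about 20% in these data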;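 note: 0% = DMSO wells given NPY plus isoproterenol and 100% = isoproterenol alone without NPY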
Target sequence (P25929 whole entry, looked up): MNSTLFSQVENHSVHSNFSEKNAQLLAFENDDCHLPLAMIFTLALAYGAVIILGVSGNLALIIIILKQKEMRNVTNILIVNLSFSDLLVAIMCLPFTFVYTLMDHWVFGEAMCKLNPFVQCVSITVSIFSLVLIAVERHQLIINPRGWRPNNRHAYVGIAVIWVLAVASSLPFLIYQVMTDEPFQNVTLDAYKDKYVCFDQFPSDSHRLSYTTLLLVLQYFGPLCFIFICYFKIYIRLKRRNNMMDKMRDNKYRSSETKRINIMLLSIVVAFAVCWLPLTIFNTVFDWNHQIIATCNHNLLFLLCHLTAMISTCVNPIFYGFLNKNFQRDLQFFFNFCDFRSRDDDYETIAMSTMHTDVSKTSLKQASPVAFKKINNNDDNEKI
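System: HEK293 cells with Y1 receptor plus CNG channel / Probe or stimulus: NPY 25 nM then isoproterenol 1 µM plus Ro 20-1724 25 µM / Compound: one concentration, 3.6 µM, in 0.4% DMSO / Schedule: compound incubation 1 h at room temperature, readout 45 min post-stimulation / Measured by: membrane potential fluorescence / Read-out: % inhibition of NPY effect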
S1P4 antagonist: human S1P4 receptor antagonism | O95977 | S1P4-expressing cells, antagonist mode, reporter read-out | inhibition, % at 4.98 µM | 0.26% of 220,000 active | AID 1510; in the data active = inhibition above about 29%;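 note: 0% = wells stimulated with agonist and 100% = vehicle wells without agonist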
NCF1 inh: inhibitors of human p47phox binding. P14598. AID 1274. inhibition, % at 24.7 µM. 0.53% of 220,000 active. p47phox/p22phox peptide binding, fluorescence polarization, 2 h;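 active = inhibition above about 30%, limit read from the data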;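 note: 0% = p47phox with labelled peptide and 100% = labelled peptide alone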
Target sequence (P14598 whole entry, looked up): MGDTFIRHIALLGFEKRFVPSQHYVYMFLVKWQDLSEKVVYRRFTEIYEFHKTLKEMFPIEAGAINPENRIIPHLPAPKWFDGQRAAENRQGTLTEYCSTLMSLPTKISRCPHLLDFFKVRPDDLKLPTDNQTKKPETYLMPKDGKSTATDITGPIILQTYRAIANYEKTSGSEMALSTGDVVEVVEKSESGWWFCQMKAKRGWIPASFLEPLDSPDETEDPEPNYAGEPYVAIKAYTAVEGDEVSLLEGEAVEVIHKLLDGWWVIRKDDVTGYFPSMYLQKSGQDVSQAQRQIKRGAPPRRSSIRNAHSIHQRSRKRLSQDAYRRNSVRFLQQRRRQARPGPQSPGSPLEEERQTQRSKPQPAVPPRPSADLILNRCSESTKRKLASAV
CHOP inh: inhibitors of CHOP induction in ER stress response. 3.8% of 220,000 active. CHO-K1 CHOP-promoter luciferase, tunicamycin-induced, 15-18 h. inhibition, % at 10 µM;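 active = compounds that reduced the stress-induced luciferase reporter signal by more than about 70% of percent inhibition, limit read from the data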;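 note: 0% = tunicamycin plus vehicle and 100% = wells without tunicamycin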
Ba/F3 V617F tox: lowers viability of Ba/F3 cells expressing EpoR and JAK2V617F; ATP luminescence; inhibition, % at 5.6 µM; 1.1% of 220,000 active; AID 1446;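 active = inhibition above the campaign mean plus 3 SD over all tested compounds, cut at about 24% in these data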;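 note: cytokine-independent growth of Ba/F3 cells driven by EpoR plus mutant JAK2; 0% = DMSO-treated cells and 100% = JAK inhibitor I control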
NPY-Y2 PAM-ag: potentiators or agonists of human neuropeptide Y receptor Y2; 0.45% of 220,000 active; cells expressing NPY-Y2, potentiator/agonist read-out; activation, % at 3.6 µM; AID 1359; in the data active = activation above about 27%;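 note: cells stimulated with NPY near EC25 plus isoproterenol at EC100; 0% = vehicle plus submaximal agonist and 100% = vehicle plus saturating agonist; some results beyond the cut were filed as inactive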
NPY-Y1 PAM-ag: potentiates or activates human NPY-Y1 receptor. activation, % at 3.6 µM. NPY-Y1 expressing cells, potentiator/agonist activation. 0.37% of 220,000 active. AID 1304; in the data active = activation above about 33%, passing the limit was not always enough;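 note: cells stimulated with NPY at EC10 then isoproterenol at EC100; 0% = low agonist plus stimulus and 100% = saturating agonist plus stimulus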
S1P4 agonist: agonists of human S1P4 receptor. O95977. S1P4-expressing cell line, agonist reporter assay. activation, % at 4.98 µM. 0.35% of 220,000 active; in the data active = activation above about 11%;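 note: 0% = DMSO vehicle and 100% = reference agonist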
BaF3 tox: counter-screen for JAK2V617F inhibitors: parental Ba/F3 viability inhibitors. CellTiter-Glo ATP luminescence. 1.1% of 220,000 active. AID 1486. inhibition, % at 5.6 µM;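 active = inhibition above a per-campaign cutoff, the mean inhibition of all tested compounds plus 3 SD, cut at about 27% in these data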;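 note: 0% = DMSO wells and 100% = JAK Inhibitor I control wells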
Numbers without * were called inactive; nt = no result given.

SMILES	NPY-Y1 antag	S1P4 antagonist	NCF1 inh	CHOP inh	Ba/F3 V617F tox	NPY-Y2 PAM-ag	NPY-Y1 PAM-ag	S1P4 agonist	BaF3 tox
CN(c1ccccc1)c1ccc(/C=C(\CCC(=O)O)c2nc3ccccc3s2)cc1[N+](=O)[O-]	0	-20	-3	100*	0	-20	-33	-0.4	4
CCOc1ccc2nc(-c3ccc(OC)c(OC)c3)cc(C(=O)O)c2c1	5	18	-49	-19	3	-22	-11	-0.9	6
O=C(C/C=N\OCc1ccc(Cl)cc1Cl)Nc1ccccc1	0	-4	-11	61	0	2	1	1.5	4
CC(C)OP(=O)(c1ccc(N(C)C)cc1)C(O)c1cccnc1 (stereo not given)	nt	-14	2	-8	3	2	-2	0.4	-4
Cc1cc2cc(CCNC(=O)C3c4ccccc4Oc4ccccc43)c(=O)[nH]c2cc1C	3	-9	8	67	-2	-2	-19	0.2	9
COc1ccc(CC(=O)N2CCN(c3ccccn3)CC2)cc1	-3	-7	0	10	-1	-6	-2	0.6	2
NS(=O)(=O)c1ccc2nc(NC(=O)C3CCCO3)sc2c1 (stereo not given)	4	-2	-5	28	1	-9	-19	-1.0	1
O=C(NCCNc1ccc([N+](=O)[O-])cc1)c1ccc(Cl)cc1	2	-8	10	-7	1	10	-3	0.9	4
CC(C)(C)c1ccc(S(=O)(=O)N2C=CC(C(F)(F)F)=NCC2)cc1	-2	-12	-4	28	0	-9	6	0.2	6
Cc1cccc(NC(=O)COC(=O)c2cc3ccccc3oc2=O)c1	9	12	-2	25	2	-6	5	1.6	8
CCC(C)(C(=O)NC1CCCC1)N(C)C(=O)Cc1c[nH]c2ccccc12 (stereo not given)	9	13	-5	2	-2	5	5	2.6	0
CC(=O)Nc1ccc(OCC(O)Cn2c(C)nc3ccccc32)cc1 (stereo not given)	6	-16	-4	0	4	-11	-6	4.4	6
NC(=O)C1(c2ccccc2)CCCN1C(=O)c1ccccc1Br (stereo not given)	0	-2	-10	-20	-1	-16	-3	-0.9	2
CSCCC(NC(=O)c1cccc(C)c1)C(=O)OCC(=O)NC(=O)c1cccn1C (stereo not given)	3	-13	-4	15	3	8	-7	-0.7	5
C=CCNc1nc(Nc2ccc(OC)cc2)nc(OCC)n1	0	-5	-13	13	-3	2	1	-3.6	4
C=CCn1c(Oc2ccccc2)nc2c1c(=O)n(C)c(=O)n2C	-3	-19	3	20	1	-5	1	0.6	5
Cc1ccccc1-n1nc(C(=O)O)c(C)c(C#N)c1=O	8	-9	4	1	-2	4	19	-1.0	-3
N#C/C(=C\c1cccc([N+](=O)[O-])c1)C(=O)NCC1CCCO1 (stereo not given)	5	-10	0	4	5	-3	2	0.4	6
Cc1ccc(Cc2nc(-c3ccncc3)no2)cc1	3	-5	-6	14	-1	1	2	-0.3	5
O=C(COC(=O)/C=C/c1cccs1)Nc1nc(-c2cccc(Br)c2)cs1	nt	-8	-41	46	-5	-9	-1	0.8	-2

Whole records as entered above:
`Cc1cc2cc(CCNC(=O)C3c4ccccc4Oc4ccccc43)c(=O)[nH]c2cc1C` is entered as NPY-Y1 antag = 3; S1P4 antagonist = -9; NCF1 inh = 8; CHOP inh = 67; Ba/F3 V617F tox = -2; NPY-Y2 PAM-ag = -2; NPY-Y1 PAM-ag = -19; S1P4 agonist = 0.2; BaF3 tox = 9
`CC(C)(C)c1ccc(S(=O)(=O)N2C=CC(C(F)(F)F)=NCC2)cc1` is entered as NPY-Y1 antag = -2; S1P4 antagonist = -12; NCF1 inh = -4; CHOP inh = 28; Ba/F3 V617F tox = 0; NPY-Y2 PAM-ag = -9; NPY-Y1 PAM-ag = 6; S1P4 agonist = 0.2; BaF3 tox = 6
`Cc1cccc(NC(=O)COC(=O)c2cc3ccccc3oc2=O)c1` is entered as NPY-Y1 antag = 9; S1P4 antagonist = 12; NCF1 inh = -2; CHOP inh = 25; Ba/F3 V617F tox = 2; NPY-Y2 PAM-ag = -6; NPY-Y1 PAM-ag = 5; S1P4 agonist = 1.6; BaF3 tox = 8

Additional records follow.
SMILES	NPY-Y1 antag	S1P4 antagonist	NCF1 inh	CHOP inh	Ba/F3 V617F tox	NPY-Y2 PAM-ag	NPY-Y1 PAM-ag	S1P4 agonist	BaF3 tox
COc1cccc(C2C=C(c3ccc(Br)s3)Nc3ncnn32)c1OC (stereo not given)	8	2	-16	18	5	-6	-2	-0.5	9
CC1CCCCN1c1nc(-c2ccncc2)nc2ccccc12 (stereo not given)	-1	2	-12	77*	-5	-9	-48	-3.0	1
COc1ccc(NC(=O)c2cn(-c3ccccc3)nc2SC)cc1	nt	-1	-26	15	0	-16	-16	0.1	1
CN(CC(=O)Nc1ccccc1F)CC(=O)Nc1ccc(F)c(F)c1F	5	-10	-17	13	1	2	-3	-0.3	7
O=[N+]([O-])c1ccc(COc2cccc(CNc3ccc(F)cc3)c2)cc1	-2	-1	-9	3	-6	2	-11	-1.6	2
O=C1NC(=S)N/C1=C/c1ccc(-c2c(Br)cc([N+](=O)[O-])cc2Br)o1	-1	12	-27	32	-4	-4	4	1.9	-1
C=CCNC(=S)Nc1c(C(=O)OC)[nH]c2cc(OC)ccc12	nt	-1	-23	-9	2	9	-5	0.3	3
O=C(O)C1CCCCC1C(=O)Nc1cccc(C(=O)N2CCCCC2)c1 (stereo not given)	8	2	-1	39	-1	-5	-5	0.8	4
Cc1cc(S(=O)(=O)NCc2ccc(N3CCN(C)CC3)cc2)c(C)s1	nt	2	-7	9	0	-5	7	-0.3	-3
CCN(CC)C(=O)CSc1nc2cccnc2n1-c1ccccc1OC	4	-14	-8	51	-1	-12	-4	0.5	6
CCn1c(O)c(N=Nc2ccc(Cl)c(C(=O)O)c2)c2ccccc21	nt	-8	-12	-7	2	-9	-7	1.3	0
C=CCN1CCN(C(CCC)c2nnnn2Cc2ccco2)CC1 (stereo not given)	1	4	0	-6	1	-4	-7	-0.8	3
COc1ccc(CC(=O)N(Cc2cc3cc(OC)ccc3[nH]c2=O)C(C)C)cc1	-2	4	-12	16	3	12	16	0.3	8
O=C(NC1CCCc2ccccc21)c1ccccc1Br (stereo not given)	2	-6	6	10	2	10	16	-0.1	6
CCCNC(=O)c1ccccc1NC(=O)CSCc1ccc(OC)cc1	-4	6	-14	-13	-2	14	-2	1.8	-1
Cc1nnc(NC(=O)COc2ccccc2)s1	1	-6	-7	-31	-2	3	1	-1.1	3
Cc1cc(=O)c2ccccc2s1	-4	-13	-15	29	-4	-35	2	0.5	-2
Cc1ccc2oc(-c3ccco3)nc2c1	0	-7	-5	-23	-2	1	-27	-0.1	0
CC1CCCCC1NS(=O)(=O)c1ccc(S(=O)(=O)NCc2ccncc2)cc1 (stereo not given)	-13	-24	9	nt	42*	37*	-3	0.0	47*
COc1ccc(NC(=O)c2cc(S(=O)(=O)Nc3ccc(OC)cc3)cs2)cc1	nt	-6	-26	6	-3	20	30	-0.9	8
CSc1ncccc1C(=O)OCC(=O)NC(N)=O	0	-14	-6	45	-3	-3	-11	0.7	2
CCOc1ccc(CCNC(=O)COc2cc(=O)n(C)c3ccccc23)cc1OCC	0	1	2	-9	-5	-10	-12	-1.9	-2
CC(C)Oc1ccccc1OCCCCn1cnc2ccccc2c1=O	-2	-4	-2	10	6	-12	-3	0.8	5
CCc1nn(CCCC(=O)N2CCc3ccccc3C2)c(=O)c2cc3occc3n12	5	-8	-13	46	3	-8	-14	-0.2	7
CC(=O)NS(=O)(=O)c1ccc(NC(=O)CSc2ccc(Cl)cc2)cc1	10	-4	5	1	-2	1	-1	-1.0	3
CCSc1nc2sc3c(c2c(=O)[nH]1)CC(C)(CC)OC3 (stereo not given)	-2	-1	-1	3	-1	-7	5	0.2	-2
COC(=O)c1cc(-c2ccccc2)sc1NC(=O)c1cc(C)on1	7	-7	-5	5	-3	8	11	7.4	5
COc1cccc(S(=O)(=O)N2CCOCC2)c1	8	-10	-5	-11	-2	-5	4	1.4	3
COc1ccc(Cc2nnc(Nc3ccccc3OC)[nH]c2=O)cc1	5	-8	-4	1	1	-5	11	0.8	9
CCC(C)(C)n1nnnc1C(c1cc2ccc(OC)cc2[nH]c1=O)N1CCc2ccccc2C1 (stereo not given)	2	-12	-16	57	0	-29	-36	1.5	8
O=c1sc2ccccc2c(N2CCCC2)c1[N+](=O)[O-]	13	-4	-6	3	0	-14	-13	-1.2	7
O=C(COC(=O)CCCN1C(=O)c2cccc3cccc(c23)C1=O)Nc1cccc(Br)c1	1	-21	-11	0	2	-2	3	2.1	3
O=c1c2sccc2n(Cc2cccc(F)c2)c(=O)n1-c1ccc(F)cc1	0	-3	-7	7	-4	8	10	1.0	4
Cc1cc(S(=O)(=O)Nc2cccc(O)c2)c(C)s1	-6	-8	-1	-7	4	19	6	0.1	3
CCN(CC)S(=O)(=O)c1ccc(NC(=O)Nc2cccc(C(F)(F)F)c2)cc1	-9	-1	-36	55	3	23	32	2.0	0
Cc1noc(C)c1COC(=O)c1cccnc1Cl	8	-4	-8	16	-2	6	1	0.9	8
CCN(CCNS(=O)(=O)c1ccc2c(c1)oc(=O)n2C)c1ccccc1	4	-2	0	33	-2	-7	-3	-0.3	-1
CC1CCN(c2nc(CN3CCCCC3)nc3scc(-c4ccccc4)c23)CC1	41*	-15	-21	30	0	-11	-41	1.3	7
CCOC(=O)c1cc2c(ccn2C)n1Cc1ccccc1C	6	-2	-4	70*	-5	4	-4	1.0	4
COc1ccc(NC(=O)CC2SC(=NCc3ccccc3OC)NC2=O)cc1 (stereo not given)	-9	-1	-6	7	0	6	5	-1.5	1
COCc1nnc(NS(=O)(=O)c2ccc(C)cc2)s1	2	4	-2	-15	-3	11	1	-0.5	-1
CCOc1ccccc1N1CSC2=C(C#N)C(c3c(OC)ccc4ccccc34)CC(=O)N2C1 (stereo not given)	2	-4	-12	-22	-3	-11	11	2.7	2
Cc1ccc(Nc2cc(=O)oc3ccccc23)c(C)c1	-2	-4	-19	17	1	7	-2	0.3	9
C[N+]1(CC(=O)OCCCc2ccccc2)CCCCC1	7	-12	-2	-6	2	-17	-9	1.3	7
Nc1c(C(=O)Nc2ccccc2)c2nc3ccccc3nc2n1-c1ccc(O)cc1	nt	7	1	-1	5	46*	55*	8.0	1
O=C1NC2(CCCCC2)C(=O)N1c1ccccc1	1	3	-17	-9	3	-16	-12	-0.8	7
COc1ccc(C(=O)C2CCCN(Cc3c(C)[nH]c4ccccc34)C2)c(OC)c1 (stereo not given)	-1	-1	-3	20	1	-2	-10	1.4	6
O=C(COc1ncnc2ccccc12)NCC1CCCO1 (stereo not given)	4	0	-13	1	4	-5	5	1.2	12
Cc1ccc2[nH]c(O)c(N=NC(N)=S)c2c1	nt	14	-3	-7	12	-14	3	1.2	-4
Cc1ccc(-n2ncc3c(NCc4ccccc4)ncnc32)cc1	2	-10	-10	80*	-3	0	-18	-2.8	1
COc1ccc(N2CCN(Cc3nc4sc(C)c(C)c4c(=O)[nH]3)CC2)cc1	3	-3	-13	8	-1	-24	-5	1.0	-2
CCCOc1ccc(S(=O)(=O)N2CCOCC2)cc1[N+](=O)[O-]	2	-20	-3	-20	4	-1	-9	-1.4	3
Cc1coc(C)c1C(=O)CC1(O)C(=O)N(Cc2ccccc2)c2ccccc21 (stereo not given)	-2	-2	-15	41	-2	8	22	-1.9	1
Cn1c(SCC(=O)Nc2cccc(C(=O)O)c2)nnc1-c1cc2cc(Br)ccc2o1	3	-12	-5	22	1	7	8	2.7	3
Cc1nnc(C)c2c(C)n(N)c(C)c12	nt	9	1	14	-1	-5	10	0.3	-4
Cc1cc(C(=O)N2CCN(C(=O)c3ccco3)CC2)ccc1[N+](=O)[O-]	-7	-5	4	-5	-3	-2	-1	0.2	4
Cc1cccc(C(=O)Nc2ccccc2C(=O)OCc2c(C)noc2C)c1	14	-3	-14	46	-4	0	-29	-1.0	2
